# proCasp3 act: activators of human procaspase-3 D3A mutant, primary screen, biochemical, absorbance, PC-3 D3A mutant, single concentration | activation, % at 8.5 µM | AID 463141, 2010 | 330,000 tested, 0.11% active | Caspase-3 (Homo sapiens), P42574 | recombinant procaspase-3 D3A, Ac-DEVD-pNA absorbance 405 nm;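 active means activation above the mean of all tested compounds plus 3 SD, cut at about 21% in these data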;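 further: 0% = DMSO alone and 100% = DMSO wells spiked with extra 5 µM PC-3 D3A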
#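 Technique: 405 nm absorbance of p-nitroaniline, reads at 0 and 120 min; Test system: Procaspase-3 D3A mutant; Incubation: 1 h enzyme-compound preincubation, then 2 h substrate reaction, 25 °C; Repeats: singlicate, each compound tested once; Benchmarks: low control DMSO wells, high control DMSO plus 5 µM PC-3 D3A.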
# AHR act: AHR activators, primary screen, cell-based, luminescence, luciferase reporter, human. AHR-responsive luciferase reporter cells. 320,000 tested, 2.5% active. activation, % at 5 µM. AID 2796, 2010. Aryl hydrocarbon receptor (Homo sapiens), P35869; in the data active means activation above about 47%;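 further: 0% = vehicle wells and 100% = reference agonist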
# MEP2-GFP yeast: modulators of MEP2-GFP levels in yeast, primary screen, S. cerevisiae, multiplex flow cytometry, MLPCN library; S. cerevisiae MEP2-GFP strain, 3 h; 100% = DMSO control level; GFP response vs DMSO, % at 10 µM; 330,000 tested, 0.51% active; AID 2016, 2009;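 active means GFP response versus DMSO above a set limit, roughly screen mean plus 3 SD, cut at about 180% in these data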;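 further: median GFP fluorescence of the barcode-gated MEP2-GFP cells per well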
# ZTA DNA inh: counter-screen for EBNA-1 inhibitors: inhibitors of Epstein-Barr virus ZTA; P03206; ZTA-DNA binding, fluorescence polarization; inhibition, % at 11 µM; 320,000 tested, 0.15% active; AID 2234; in the data active means inhibition above about 33%
# LAP4-GFP MLPCN: modulators of LAP4-GFP expression in yeast, primary screen, S. cerevisiae, multiplex flow cytometry, MLPCN library; 3 h; median GFP as percent of DMSO wells; GFP response vs DMSO, % at 10 µM; 320,000 tested, 0.34% active;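 active means GFP response vs DMSO above a set limit, about the screen mean plus 3 SD, cut at about 150% in these data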
# procasp7 counter: procaspase-7 activators, primary screen, counter-screen for procaspase-3 activator project, biochemical, absorbance, HTS, human | AID 463210, 2010 | recombinant procaspase-7, Ac-DEVD-pNA absorbance 405 nm; D23A/D198A/D206A triple mutant, cannot self-cleave; scale: DMSO 0, 5 µM enzyme 100 | Caspase-7 (Homo sapiens), P55210 | activation, % at 8.5 µM | 330,000 tested, 0.093% active;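 active means percent activation above the screen-wide mean plus 3 SD, cut at about 25% in these data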
#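 System: Procaspase-7 triple mutant (PC-7 D3A); measure: % activation from two-timepoint absorbance difference, scaled to controls; times: 1 h compound preincubation, 2 h substrate cleavage, 25 °C; also added: Ac-DEVD-pNA substrate, 400 µM as added; measured by: Epi-absorbance of released pNA at 405 nm, two timepoints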
# RPL19A-GFP yeast: RPL19A-GFP expression modulators in yeast, primary screen, cell-based, S. cerevisiae, multiplex flow cytometry, MLPCN. S. cerevisiae RPL19A-GFP strain, 3 h; hits give low values. percent response vs DMSO, % at 10 µM. 330,000 tested, 0.3% active. AID 2025, 2009;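 active means percent response vs DMSO below 50%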;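 further: median channel GFP fluorescence of the barcoded RPL19A-GFP strain; ratio of sample median GFP to plate DMSO average so 100% = DMSO; lower means less RPL19A-GFP as with rapamycin TOR inhibition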
# EBNA-1 inh: EBNA-1 DNA-binding inhibitors, primary screen, biochemical, fluorescence polarization; inhibition, % at 14.8 µM; 300,000 tested, 0.34% active; AID 1950, 2009; in the data active means inhibition above about 28%
# The depositor's hits bear a star; / = not tested or not shown; [ ] = dose if it differs, or a comment.
SMILES	proCasp3 act	AHR act	MEP2-GFP yeast	ZTA DNA inh	LAP4-GFP MLPCN	procasp7 counter	RPL19A-GFP yeast	EBNA-1 inh
NC(=O)c1ccc(NC(=O)COC(=O)C2CC(=O)N(Cc3ccccc3)C2)cc1 (stereo unspecified)	2	2	98	-6	107	6	99	13
O=C(CCCN=C1NS(=O)(=O)c2ccccc21)Nc1ccc(Cl)cc1	7	3	103	-4	110	0	104	/
COc1cccc(N2CC(C(=O)Nc3nnc(SCC(=O)Nc4ccc(NC(C)=O)cc4)s3)CC2=O)c1 (stereo unspecified)	-6	1	85	1	92	2	96	1
O=C(CSc1nc(O)c(C(c2ccccc2)c2ccccc2)c(=O)[nH]1)N1CCOCC1	-2	-1	102	-5	94	5	102	9
CN1CCN(CCC(=O)N/N=C/c2cc([N+](=O)[O-])ccc2OC(F)F)CC1	-5	0	105	-28	96	-2	105	1
CCC(C)c1ccc(S(=O)(=O)N2CCN(c3ccccn3)CC2)cc1 (stereo unspecified)	3	1	111	0	96	-9	108	-3
COc1ccc(NC(=O)CN2CCC(n3c(C)nc4cc(F)ccc43)CC2)c(OC)c1	4	-1	106	-5	100	7	102	-6
C[C@H]1CN=C(N(C)C)N1CCCCc1ccccc1	6	0	99	-12	92	5	97	16
O=c1c2[nH]c3cccc(Cl)c3c2ncn1CC1CCCO1 (stereo unspecified)	-1	21	95	-10	101	4	95	-13
Cc1ccc(S(=O)(=O)Oc2ccc(C)cc2/C=N/N=C2\NC(=O)C(C)S2)cc1 (stereo unspecified)	2	7	108	5	106	-1	107	-10
COc1nnc(-c2ccc(C)c(S(=O)(=O)NCC3CCCO3)c2)c2ccccc12 (stereo unspecified)	1	13	99	-6	87	-1	99	3
CCOc1ccc(C=NCC(O)c2ccccc2)cc1 (stereo unspecified)	1	1	96	11	111	7	97	2
COc1ccc(OC)c(-c2cn(S(=O)(=O)c3ccccc3)nc2N)c1	0	2	99	-5	96	-4	104	-12
COc1ccc(-c2cc3ccc(OCC(C)=O)cc3oc2=O)cc1	-7	2	104	-7	91	-4	94	5
O=C(COC(=O)C12CC3CC(CC(C3)C1)C2)N1CCN(S(=O)(=O)c2ccccc2)CC1	14	2	110	-3	98	10	102	4
CCc1cc(C(=O)N/N=C/c2ccc(O)cc2O)c2ccccc2n1	-2	7	96	-3	97	-4	86	3
O=C(COc1ccccc1Cl)c1ccc2c(c1)CCCC2	4	4	100	-22	100	2	96	-3
CC1CCN(c2ccc(C(=O)O)cc2NS(=O)(=O)c2ccc(Br)cc2)CC1	1	-2	92	-1	96	-2	98	-5
C[C@H](NC(=O)c1ccccc1)C(=O)OCC(=O)Nc1sccc1C(N)=O	4	-1	106	/	98	8	103	/
COc1ccccc1NC(=O)CSc1nnc(C)n1CC1CCCO1 (stereo unspecified)	0	1	102	6	99	0	103	7
COc1cccc(/C=N/NC(=O)c2ccc(CN3c4cccc5cccc(c45)S3(=O)=O)cc2)c1	-2	2	109	-3	98	6	103	30*
COc1ccc(OC)c(C2CC(=O)Nc3cc(OC)c(OC)c(OC)c32)c1 (stereo unspecified)	-1	0	99	1	95	7	97	-9
O=C(C1CCCC1)N(c1ccccc1)C1C=CS(=O)(=O)C1 (stereo unspecified)	9	0	99	-7	94	-4	96	11
O=C(Cn1nc(-c2ccccc2)ccc1=O)NCC1CCCO1 (stereo unspecified)	0	0	110	-2	124	2	107	-1
CCOc1ccc(CC(=O)NNC(=S)NC2CCCCC2)cc1OCC	7	0	103	-7	98	8	100	-17

# Of the compounds above, these contain a Cl atom.
SMILES	proCasp3 act	AHR act	MEP2-GFP yeast	ZTA DNA inh	LAP4-GFP MLPCN	procasp7 counter	RPL19A-GFP yeast	EBNA-1 inh
O=C(CCCN=C1NS(=O)(=O)c2ccccc21)Nc1ccc(Cl)cc1	7	3	103	-4	110	0	104	/
O=c1c2[nH]c3cccc(Cl)c3c2ncn1CC1CCCO1 (stereo unspecified)	-1	21	95	-10	101	4	95	-13
O=C(COc1ccccc1Cl)c1ccc2c(c1)CCCC2	4	4	100	-22	100	2	96	-3

# (list continues)
SMILES	proCasp3 act	AHR act	MEP2-GFP yeast	ZTA DNA inh	LAP4-GFP MLPCN	procasp7 counter	RPL19A-GFP yeast	EBNA-1 inh
COc1cccc(-n2nnnc2SCC(=O)Nc2ccc(NC(C)=O)cc2)c1	-6	1	104	-20	96	2	102	-1
Cc1cc([N+](=O)[O-])ccc1N1C(=O)c2ccc(C(=O)Nc3ccccc3C(=O)O)cc2C1=O	-8	2	103	-12	101	4	99	14
FC(F)(F)c1cccc(NC(=S)NNC(=S)Nc2ccc(Cl)cc2)c1	-6	0	96	-12	142	-14	89	-12
COc1cccc(NC(=O)C(NCCc2ccc(S(N)(=O)=O)cc2)c2ccccc2)c1 (stereo unspecified)	9	2	96	-9	79	1	95	8
Cc1cc(Cl)ccc1OCC(=O)Nc1ccccc1CO	-4	44	101	17	118	-1	99	0
COc1ccc(Oc2c(O)c3ccccc3n(C)c2=O)cc1	-6	7	102	12	95	5	105	5
CC1(C)CC2CC(C)(CN2c2ncnc3ccccc23)C1 (stereo unspecified)	-3	6	95	-3	90	0	94	-8
COC(=O)Cn1c(-c2ccc(OC)cc2)c(-c2ccc(OC)cc2)nnc1=O	-2	-1	107	10	95	2	104	8
Cc1ccccc1OCC(O)Cn1c(NCc2ccccc2)nc2c1c(=O)[nH]c(=O)n2C (stereo unspecified)	8	8	97	25	100	2	101	14
O=C(CN1C(=O)c2ccccc2C1=O)N1CCN(C2c3ccccc3-c3ccccc32)CC1	3	0	96	4	100	10	103	16
Cc1cccc(-c2csc(N)c2C(=O)OC(C)C)c1	-2	1	98	1	109	-12	95	2
Cc1cc(C)cc(C(=O)NC(=S)Nc2cccnc2)c1	-12	9	96	-5	100	-5	93	6
CCOc1ccc(S(=O)(=O)N2CCC(C(=O)NCC3CCCO3)CC2)cc1C (stereo unspecified)	4	-2	105	6	105	1	100	11
O=C(CSc1nnc(-c2ccccc2F)n1C1CC1)NCc1ccco1	5	0	98	-6	93	0	94	/
C=CCN=Cc1sc2ccc(OCC)cc2c1O	1	0	93	15	94	-16	107	1
c1ccc2nc(N3CCCC3)c(N3CCCC3)nc2c1	2	4	102	10	104	7	95	-3
Cn1nnnc1NCc1ccccc1F	6	-1	100	3	85	-1	102	-9
O=C(Nc1ccccc1)[C@@H]1CC=C[C@@H]2CCN(Cc3ccc(Cl)c(Cl)c3)C(=O)[C@@H]21	-1	2	98	-1	128	0	102	9
Cc1ccc(NC(=O)COC(=O)c2ccnn2C)cc1	-2	0	98	-1	97	2	95	3
Cc1cccc(NC(=O)C2CCN(S(=O)(=O)c3cccc4cccnc34)CC2)c1	7	10	96	-7	98	9	99	16
COc1ccc(CNC(=O)c2cccc(C)c2[N+](=O)[O-])cc1	1	0	100	-1	87	-3	100	14
COc1ccc([N+](=O)[O-])cc1NC(=O)Cc1noc2ccc(C)cc12	-4	12	102	-12	92	-7	106	-9
C/C(=C\C(=O)c1ncc(C(F)(F)F)cc1Cl)N(C)C	1	11	93	8	98	4	94	8
Brc1ccc(N=C/C=C/C=C/Nc2ccc(Br)cc2)cc1	-8	8	430*[may fluoresce green]	-12	413*[may fluoresce green]	10	152[may fluoresce green]	15
CCOc1ccc(NC(=O)CN(C)C(=O)c2cc([N+](=O)[O-])ccc2N2CCCCC2)cc1OCC	1	12	101	-11	116	-6	95	0
CCN1CCCc2cc(CN(CCN3CCOCC3)C(=S)Nc3ccc(OC)c(Cl)c3)ccc21	-9	-4	101	-6	102	-22	99	10
C#CCOCCOCCOCCNc1nc(N2CCN(C(=O)[C@H](CCC(=O)O)n3cc([C@@H](N)[C@H](C)CC)nn3)CC2)nc(N2CCN(C(=O)[C@H](CCC(=O)O)n3cc([C@@H](N)CCSC)nn3)CC2)n1	1	1	94	/	89	2	94	/
CN(CCc1ccccn1)C(=O)CCc1nnc(CCCc2ccccc2)o1	-6	9	92	1	92	-2	95	-10
CC(C)(C)c1cc(C(=O)NNc2cccc(Cl)c2)n(Cc2ccccc2)n1	-2	12	105	2	/	-7	106	-3
N#Cc1cn(CCOC(=O)c2cccc(C(F)(F)F)c2)c(=O)[nH]c1=O	1	2	101	13	108	4	101	-16
COc1ccccc1Nc1nnc(SCC(=O)N2CCCC2)s1	6	8	111	1	105	1	107	-2
COc1ccc(-c2c(C#N)c(N)nc(Sc3ccc(Cl)cc3)c2C#N)cc1	-7	1	95	9	97	-8	92	-12
Cc1ccc(NC(=O)COC(=O)CNC(=O)c2ccc3ccccc3c2)c([N+](=O)[O-])c1	-6	2	102	-20	90	-11	103	-21
Cc1ccc(NC(=O)CC(C)N2CCCC2)cc1 (stereo unspecified)	-6	2	100	-1	101	10	95	-3
CCC(C)N(C(=O)COC(=O)c1cn(CC)c2nc(C)ccc2c1=O)C1CCS(=O)(=O)C1 (stereo unspecified)	1	-3	99	1	102	15	97	8
CCOC(=O)c1ccc(NC(=O)NCc2ccc(OC)cc2)cc1	-4	-5	107	-12	100	-16	109	-2
Cc1cc(C(c2cc(C)c(N)c(C)c2)c2ccco2)cc(C)c1N	-8	3	103	-5	122	-1	100	5
COc1ccccc1CNC(=O)COc1ccccc1C(=O)c1cnn(-c2ccccc2)c1	1	19	93	20	101	-7	94	/
CSCCC(NC(=O)c1ccco1)C(=O)NCC(c1ccco1)N1CCCCC1 (stereo unspecified)	2	1	106	3	102	0	95	/
O=C(CCOc1ccccc1)Nc1cccc([N+](=O)[O-])c1	6	-4	108	-18	122	3	100	-1
O=C(Nc1ccc(Br)cc1Cl)c1ccc2c(=O)n3c(nc2c1)CCC3	2	11	100	-14	121	-3	96	-7
NC(=O)c1oc2ccccc2c1NC(=O)c1ccco1	8	47*	97	1	92	18	99	12
CC(C)C1CC(CCNCc2ccc3c(c2)OCO3)(c2ccccc2)CCO1 (stereo unspecified)	8	6	105	-5	101	2	99	-7
CCCCOC(=O)Nc1cc(OC)c(Cl)cc1OC	4	0	101	6	87	7	99	-1
CS(=O)(=O)c1ccc(C(=O)OCC(=O)NC(=O)Cc2ccccc2)cc1	3	-1	97	7	106	3	98	4
Cc1ccc(NC(=O)CSc2nnc(N)s2)c([N+](=O)[O-])c1	5	-3	102	5	96	10	102	2
COc1ccc(N2CC(C(=O)Nc3cccc(OC(C)C)c3)CC2=O)cc1 (stereo unspecified)	3	2	78	2	79	-5	90	2
Clc1ccccc1/C=C/c1nc(-c2cccnc2)no1	7	6	104	1	100	1	103	-1
C/C(CC(=O)Nc1cc(C)ccn1)=N\NC(=O)c1ccncc1	3	13	103	-11	95	-13	104	8

# Screening results deposited in PubChem by several laboratories.
